Compound activity from PubChem.
STK33 kin inh = human STK33 kinase inhibition; inhibition, % at 12.5 µM; actives 0.44% (n = 27,000); ADP-Glo luminescence, MBP substrate; AID 2322; Q9BYT3; in the data active = inhibition above about 20%
Target sequence (Q9BYT3 whole entry, looked up): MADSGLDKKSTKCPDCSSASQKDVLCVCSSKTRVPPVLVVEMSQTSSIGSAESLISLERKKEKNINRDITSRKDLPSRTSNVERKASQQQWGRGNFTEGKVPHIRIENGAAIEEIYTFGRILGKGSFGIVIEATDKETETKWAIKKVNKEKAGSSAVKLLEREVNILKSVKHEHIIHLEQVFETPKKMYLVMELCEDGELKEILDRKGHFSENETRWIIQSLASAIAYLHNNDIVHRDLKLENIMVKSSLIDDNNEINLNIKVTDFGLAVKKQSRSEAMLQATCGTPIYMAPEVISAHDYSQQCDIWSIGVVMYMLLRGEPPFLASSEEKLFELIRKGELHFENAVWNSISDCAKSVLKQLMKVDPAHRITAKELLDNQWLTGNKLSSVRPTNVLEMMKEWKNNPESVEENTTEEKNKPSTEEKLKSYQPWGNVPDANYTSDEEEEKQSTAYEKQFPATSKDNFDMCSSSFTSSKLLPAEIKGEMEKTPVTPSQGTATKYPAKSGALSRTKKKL
p53 PUMA act = re-activators of the mutant p53 pathway. SW480 PUMA-promoter luciferase, p53 mutant reactivation. activation, % at 9.98 µM. actives 1.5% (n = 28,000). AID 624151; in the data active = activation above about 52%
* = called active by the depositor; . = no result given. This is a subset; rates above refer to the full screens.

SMILES | STK33 kin inh | p53 PUMA act
CC(C)C#Cc1ccc2c(c1)O[C@@H](CN(C)C(=O)c1ccccn1)[C@H](C)CN([C@@H](C)CO)S2(=O)=O | . | 2.8
Cc1noc(C)c1NC(=O)N(C)C[C@@H]1Oc2c(NC(=O)c3ccc(-c4nccs4)cc3)cccc2C(=O)N([C@@H](C)CO)C[C@@H]1C | . | 9.0
CN(CC(=O)O)C(=O)c1ccc(S(=O)(=O)N2CCCC2)cc1 | -1.8 | 5.3
C[C@@H]1O[C@@H](OC[C@H]2O[C@@H](OCCc3ccccc3)[C@H](O)[C@@H](O)[C@@H]2O)[C@H](O)[C@H](O)[C@H]1O | 2.2 | -8.3
Cc1ccc(S(=O)(=O)N(C)CC(=O)Nc2ccccc2[N+](=O)[O-])cc1 | -1.4 | -3.1
C[C@H]1CCCCO[C@H](CN(C)S(=O)(=O)c2ccc(Cl)cc2)[C@@H](C)CN([C@@H](C)CO)C(=O)c2cc(NS(=O)(=O)c3ccc(Cl)cc3)ccc2O1 | . | -51.1
C[C@H](CO)N1C[C@H](C)[C@H](CN(C)C(=O)Nc2cccc3ccccc23)Oc2ncc(-c3cccc(C(F)(F)F)c3)cc2C1=O | -0.1 | .
C[C@@H]1CN([C@@H](C)CO)C(=O)c2cc(-c3ccc(C#N)cc3)cnc2O[C@@H]1CN(C)CC1CCOCC1 | . | -2.4
C[C@@H]1CN([C@H](C)CO)C(=O)c2cccc(NC(=O)Nc3ccc(C(F)(F)F)cc3)c2O[C@@H]1CN(C)Cc1ccncc1 | . | 1.7
CC(=O)c1ccc(N2CCN(C(=S)Nc3ccc(S(=O)(=O)Nc4ncccn4)cc3)CC2)cc1 | -4.5 | 0.4
C[C@@H]1CCCCO[C@@H](CN(C)C(=O)Cc2ccccc2)[C@@H](C)CN([C@H](C)CO)C(=O)c2cc(NC(=O)CCCN(C)C)ccc2O1 | -1.9 | .
COc1cc(-c2cc(=O)c3c(O)c(OC)c(OC)cc3o2)cc(OC)c1O | 8.5 | -39.7
COc1ccc(NC(=O)N(C)C[C@@H]2OCCCC[C@@H](C)Oc3ccc(NS(=O)(=O)c4ccccc4)cc3C(=O)N([C@H](C)CO)C[C@@H]2C)cc1 | -0.4 | 4.4
C[C@@H]1CN([C@H](C)CO)C(=O)CCCn2nncc2CO[C@H]1CN(C)S(=O)(=O)c1ccc(-n2cccn2)cc1 | 1.3 | .
COc1c2c(c(C)c3c1C(=O)OC3)OC1(C)CC(O)C(C(C)(C)O)C(C)(CCC(=O)O)C1C2 (stereo not drawn) | -5.8 | 46.3
O=C(NCc1ccco1)c1cccc(S(=O)(=O)N2CCCCC2)c1 | 4.3 | -13.4
O=C(COc1ccc([N+](=O)[O-])cc1)Nc1ccc2oc(-c3ccccc3Br)nc2c1 | -0.9 | 16.0
O=C(CSc1nnc(-c2ccccc2O)n1-c1ccccc1)Nc1ccc(Oc2ccccc2)cc1 | -1.2 | -25.6
COC(=O)c1ccc([C@@H]2C=C(C(=O)NCc3ccccc3)O[C@H](OCCCCO)C2)cc1 | 0.6 | .
Cc1ccc(-n2c(SCC(=O)c3ccccc3)nnc2-c2ccncc2)cc1C | 1.8 | 2.6
CC(C)NC(=O)N(C)C[C@@H]1OCCCC[C@H](C)Oc2ccc(NC(=O)Nc3cccc4ccccc34)cc2C(=O)N([C@@H](C)CO)C[C@H]1C | . | -21.3
C[C@@H]1CCCCO[C@@H](CN(C)S(=O)(=O)c2cccs2)[C@@H](C)CN([C@H](C)CO)C(=O)c2cc(NS(=O)(=O)c3cccs3)ccc2O1 | 1.5 | -3.5
Cc1cc(C(=O)Nc2cccc3c2O[C@H](CN(C)CC2CC2)[C@H](C)CN([C@@H](C)CO)C3=O)n(C)n1 | . | 6.5
Cc1ccc(S(=O)(=O)N(C)C[C@@H]2Oc3ccc(NC(=O)C4CCCCC4)cc3C(=O)N([C@@H](C)CO)C[C@@H]2C)cc1 | -7.0 | .
CC(C)(C)c1ccc(OCC(O)CN2CCN(CCO)CC2)cc1 (stereo not drawn) | 8.6 | -1.0
SMILES | STK33 kin inh | p53 PUMA act
CC(C)=CCC[C@@](C)(O)[C@H]1CC[C@]2(C)C1CC(O)C1[C@]3(C)C(CC[C@]12C)C(C)(C)[C@@H](O)C[C@H]3O (stereo partly drawn) | -5.5 | 2.8
CCCN(C)C[C@@H]1OCc2cn(nn2)CCCC(=O)N([C@@H](C)CO)C[C@@H]1C | -4.7 | .
COc1ccc(NC(=O)Nc2ccc3c(c2)C(=O)N([C@H](C)CO)C[C@H](C)[C@H](CN(C)C(=O)c2ccccc2)OCCCC[C@@H](C)O3)cc1 | -4.6 | 3.7
CC(C)NC(=O)Nc1cccc2c1O[C@@H](CN(C)Cc1ccccc1)[C@H](C)CN([C@@H](C)CO)C2=O | . | 8.7
COc1ccc(NC(=O)N(C)C[C@@H]2OCCCC[C@@H](C)Oc3ccc(NC(=O)Nc4cccc5ccccc45)cc3C(=O)N([C@H](C)CO)C[C@@H]2C)cc1 | -3.4 | .
COc1ccc(C)cc1NC(=O)c1ccccc1N(C)S(=O)(=O)c1ccccc1 | 1.7 | -18.6
CS(=O)(=O)N(CC(=O)NC1CC1)c1cccc(C(F)(F)F)c1 | 2.9 | 4.1
COc1ccccc1-c1cnc2c(c1)C(=O)N([C@H](C)CO)C[C@H](C)[C@@H](CN(C)Cc1cccnc1)O2 | . | 4.7
COC(=O)c1cc(OC)c(OC)cc1NC(=O)CCN1C(=O)c2ccccc2C1=O | -0.3 | 4.3
COc1ccc(NC(=O)CN(c2ccc(Cl)cc2)S(C)(=O)=O)cc1Cl | 1.6 | 1.9
Cc1cc(N(CC(=O)Nc2ccc(C(F)(F)F)cc2)S(C)(=O)=O)ccc1Br | -0.7 | 0.2
C[C@H](CO)N1C[C@H](C)[C@H](CN(C)S(=O)(=O)c2cn(C)cn2)Oc2c(NC(=O)NC3CCCCC3)cccc2C1=O | . | 0.5
O=C(CSc1nnnn1-c1ccccc1F)N1c2ccccc2Sc2ccc(Cl)cc21 | . | 7.0
CNC[C@@H]1OCCCC[C@H](C)Oc2ccc(NC(=O)Nc3ccc(C(F)(F)F)cc3)cc2C(=O)N([C@@H](C)CO)C[C@@H]1C | . | -0.4
O=S(=O)(N[C@@H]1CCCN(Cc2ccc(OCCO)cc2)C1)c1cc(Cl)ccc1Cl | -1.5 | .
Cc1cc(C)c(NC(=O)CN(c2cc(Cl)cc(Cl)c2)S(C)(=O)=O)c(C)c1 | -10.1 | -0.4
O=C(O)c1cc2cc(F)ccc2[nH]1 | -1.1 | .
Cc1ccccc1NC(=O)CSc1nc2cc3ccccc3cc2[nH]1 | 3.4 | -34.3
C[C@H]1CN([C@@H](C)CO)C(=O)c2cccc(NS(=O)(=O)c3ccccc3)c2O[C@H]1CN(C)S(=O)(=O)c1ccccc1 | . | 4.6
C[C@@H]1CN([C@@H](C)CO)C(=O)c2cccc(NS(C)(=O)=O)c2O[C@@H]1CN(C)C(=O)Nc1cccc2ccccc12 | . | -6.8
C[C@@H]1CCCCO[C@@H](CN(C)S(=O)(=O)c2cn(C)cn2)[C@@H](C)CN([C@@H](C)CO)C(=O)c2cc(NC(=O)c3ccccc3)ccc2O1 | . | 4.7
O=C1O[C@@H](c2ccccc2)[C@@H](c2ccccc2)N2[C@@H](c3ccccc3OCCO)[C@]3(C(=O)Nc4ccccc43)[C@@H](C(=O)O)[C@H]12 | 0.9 | .
COC(=O)c1cc(-c2ccccc2)sc1NC(=S)Nc1cn(C)nc1C | 0.2 | 5.5
C[C@H](CO)N1C[C@H](C)[C@@H](CN(C)Cc2ccccc2C(=O)O)OCc2cnnn2CCCC1=O | -0.2 | .
C[C@H]1CN([C@@H](C)CO)C(=O)c2cc(N(C)C)ccc2O[C@H]1CN(C)S(=O)(=O)c1ccc(F)cc1 | -2.7 | .
SMILES | STK33 kin inh | p53 PUMA act
CC(Oc1ccc(C(C)(C)C)cc1)C(=O)Nc1ncn[nH]1 (stereo not drawn) | 1.6 | -9.9
O=C(Cn1cccc(C(F)(F)F)c1=O)c1ccc(Cl)cc1 | -0.9 | .
COc1ccc(OC)c(NC(=O)c2c(NC(=O)CN3CCCC(C)C3)sc3c2CCC3)c1 (stereo not drawn) | -1.7 | 3.3
C[C@H]1CN([C@@H](C)CO)S(=O)(=O)c2ccc(/C=C/c3ccccc3)cc2O[C@H]1CN(C)C(=O)c1ccncc1 | . | -6.7
CCS(=O)(=O)c1ccc2nc(SCC(=O)n3c4c(c5ccccc53)CCCC4)oc2c1 | -2.5 | 0.3
Cn1c(=O)c2[nH]c(-c3ccc(Cl)cc3)c(O)c2n(C)c1=O | . | 5.3
C[C@H]1CN([C@@H](C)CO)C(=O)c2cccc(NC(=O)c3cnccn3)c2O[C@H]1CN(C)C | . | 0.7
C[C@@H]1CN([C@H](C)CO)C(=O)CCCn2nncc2CO[C@@H]1CN(C)S(=O)(=O)c1cn(C)cn1 | -1.6 | .
COc1ccc(-n2c(SCC(=O)N3CCOCC3)nnc2-c2ccccc2)cc1 | 0.7 | -9.1
Cc1ccc(-c2cnc3c(c2)C(=O)N([C@@H](C)CO)C[C@H](C)[C@H](CN(C)C)O3)cc1 | . | 14.9
C[C@@H]1CN([C@@H](C)CO)C(=O)c2cc(NS(C)(=O)=O)ccc2O[C@H]1CN(C)C(=O)Nc1ccccc1 | . | 10.7
C[C@@H]1CCCCO[C@@H](CN(C)C(=O)Nc2ccccc2)[C@H](C)CN([C@H](C)CO)C(=O)c2cc(NC(=O)CCCN(C)C)ccc2O1 | . | -6.9
Cc1cc(Cl)ccc1OCCNS(=O)(=O)c1cc([N+](=O)[O-])ccc1C | -2.7 | 12.6
CC1OC(c2cc3oc(-c4ccccc4)cc(=O)c3c(O)c2O)CC(O)C1O (stereo not drawn) | 3.6 | 0.7
Cn1c(OCc2cccnc2)nc2c1c(=O)n(Cc1ccc(Cl)c(Cl)c1)c(=O)n2C | 2.5 | 4.7
Cc1occc1C(=O)NCCc1ccc(S(N)(=O)=O)cc1 | -3.5 | 8.3
C[C@H](CO)N1C[C@H](C)[C@@H](CN(C)C)Oc2cc(-c3cccc(C#N)c3)ccc2S1(=O)=O | . | -3.1
C[C@@H]1CN([C@@H](C)CO)C(=O)Cc2cc(NC(=O)CCCN(C)C)ccc2O[C@@H]1CN(C)Cc1ccc(Oc2ccccc2)cc1 | 5.6 | -4.7
O=C(Nc1ccc(Cl)cc1C(=O)NCc1cccnc1)c1ccco1 | 5.3 | 6.6
COc1ccc(S(=O)(=O)N(C)C[C@@H]2Oc3ccc(NC(=O)C4CCCCC4)cc3CC(=O)N([C@H](C)CO)C[C@H]2C)cc1 | 0.1 | .
COc1ccccc1-n1c(SCC(=O)Nc2ccccc2C)nc2ccc(I)cc2c1=O | 3.5 | -11.4
CCOc1c(OC)cccc1C1C(C(=O)Nc2ccccc2OC)=C(C)Nc2ncnn21 (stereo not drawn) | -1.4 | -10.5
CC(C)NC(=O)Nc1ccc2c(c1)C(=O)N([C@@H](C)CO)C[C@@H](C)[C@@H](CN(C)Cc1ccc(-c3ccccc3)cc1)O2 | -2.5 | .
Cc1ccc(S(=O)(=O)Nc2ccc3c(c2)CC(=O)N([C@@H](C)CO)C[C@@H](C)[C@H](CN(C)C(=O)Nc2c(C)noc2C)O3)cc1 | . | 0.4
O=C(COc1ccc(Br)cc1Cl)Nc1ccccc1CO | 1.6 | 75.5*

In a second layout: entries from further up
Value order – STK33 kin inh | p53 PUMA act
> CC(Oc1ccc(C(C)(C)C)cc1)C(=O)Nc1ncn[nH]1 (stereo not drawn)
→ 1.6 | -9.9
> COc1ccc(C)cc1NC(=O)c1ccccc1N(C)S(=O)(=O)c1ccccc1
→ 1.7 | -18.6
> O=C(CSc1nnnn1-c1ccccc1F)N1c2ccccc2Sc2ccc(Cl)cc21
→ . | 7.0
> Cc1ccc(S(=O)(=O)N(C)C[C@@H]2Oc3ccc(NC(=O)C4CCCCC4)cc3C(=O)N([C@@H](C)CO)C[C@@H]2C)cc1
→ -7.0 | .

(next part)
SMILES | STK33 kin inh | p53 PUMA act
COc1ccc(NC(=O)Cn2c(=O)n(-c3ccc(Cl)cc3)c(=O)c3c4c(sc32)CCCC4)cc1 | 0.6 | -12.7
Cc1cc(C)c(S(=O)(=O)N(C)CC(=O)Nc2ccc(Cl)cc2Cl)c(C)c1 | 1.7 | -3.0
O=C(NCc1ccccc1)[C@@H]1c2ccccc2C(=O)N(CC23CC4CC(CC(C4)C2)C3)[C@H]1c1ccc(CO)cc1 | -4.0 | .
C[C@H]1CN([C@@H](C)CO)C(=O)c2cc(N(C)C)ccc2O[C@@H]1CN(C)S(=O)(=O)c1ccc(Cl)cc1 | -1.2 | .
C[C@@H]1CN([C@@H](C)CO)C(=O)c2c(c3ccccc3n2C)-c2ccccc2CO[C@@H]1CN(C)C(=O)CCC(F)(F)F | . | -1.0
O=C(CSc1nc(Nc2ccccc2)nc(N2CCOCC2)n1)Nc1ccccc1Cl | 4.1 | 4.8
COC(=O)C(CC#Cc1ccc2c(c1)[C@]1(C(=O)N2)[C@H](c2ccccc2OCCO)N2[C@H](c3ccccc3)[C@H](c3ccccc3)OC(=O)[C@H]2[C@@H]1C(=O)N1CCc2cc(OC)c(OC)cc2C1)C(=O)OC | 10.7 | .
C[C@H]1CN([C@@H](C)CO)C(=O)c2cc(NC(=O)Nc3ccccc3)ccc2O[C@H]1CN(C)S(=O)(=O)c1ccc(F)cc1 | -3.6 | .
Cc1cc(C)c2nc(-c3ccccn3)cc(C(=O)Nc3cccc(Cn4cccn4)c3)c2c1 | 1.7 | -23.8

Random excerpt: three records from the list, in no set order.
SMILES | STK33 kin inh | p53 PUMA act
COc1ccc(NC(=O)Cn2c(=O)n(-c3ccc(Cl)cc3)c(=O)c3c4c(sc32)CCCC4)cc1 | 0.6 | -12.7
O=C(CSc1nnnn1-c1ccccc1F)N1c2ccccc2Sc2ccc(Cl)cc21 | . | 7.0
CC(C)C#Cc1ccc2c(c1)O[C@@H](CN(C)C(=O)c1ccccn1)[C@H](C)CN([C@@H](C)CO)S2(=O)=O | . | 2.8
